Bioassay records: PubChem BioAssay, several laboratories
hiPSC survival – hiPSC single-cell survival enhancement | ATPlite luminescence; 100% = ROCK inhibitor wells, 0% = DMSO | survival enhancement, % at 20 µM | 360,000 compounds, 0.044% hits; in the data active = survival enhancement above about 18%;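 note: cells exposed to compounds for 16 hours before the ATP read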
MC4R antagonist – blocks human MC4R cAMP signaling; P32245; 360,000 compounds, 0.48% hits; inhibition, % at 6.5 µM; MC4R-expressing cells, MTII-stimulated cAMP, LANCE TR-FRET;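 active = inhibition above its plate's cutoff, the mean of tested wells on that plate plus 3 SD, cut at about 29% in these data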;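 note: 0% = Melanotan II alone and 100% = Melanotan II plus saturating MCL0020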
Target sequence (P32245 whole entry, looked up): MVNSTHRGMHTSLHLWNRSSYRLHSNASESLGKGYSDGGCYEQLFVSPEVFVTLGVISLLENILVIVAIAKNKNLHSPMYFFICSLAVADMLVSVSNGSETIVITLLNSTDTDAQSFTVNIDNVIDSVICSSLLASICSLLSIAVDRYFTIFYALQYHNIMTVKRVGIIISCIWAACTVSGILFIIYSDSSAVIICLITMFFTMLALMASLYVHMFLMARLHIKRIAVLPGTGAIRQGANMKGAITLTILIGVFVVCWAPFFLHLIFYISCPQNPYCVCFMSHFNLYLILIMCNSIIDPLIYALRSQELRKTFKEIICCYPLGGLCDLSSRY
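system = U2OS cells with stable human MC4R expression | also added = Melanotan II challenge after compound preincubation | dosing = one concentration, 6.5 µM nominal | incubation = compound 30 min, challenge 1 h, detection 1 h | measured by = TR-FRET with Eu-cAMP and labeled anti-cAMP, 671 nm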
Exocytosis inh – lytic granule exocytosis inhibition. 360,000 compounds, 0.66% hits. inhibition, % at 10 µM. TALL-104 LAMP-1 surface exposure, flow cytometry; cells stimulated with thapsigargin and PMA. AID 651702;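 active = inhibition above about 55%, limit read from the data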
HTR2A ag – agonists of mouse serotonin 5-HT2A receptor (HTR2A); P35363; CHO-K1 mHTR2A beta-arrestin complementation, luminescence; percent of 30 µM serotonin response; activation, % at 7.6 µM; 360,000 compounds, 0.66% hits; AID 624169;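 active = activation above a run cutoff, the mean activation of all tested compounds plus 3 SD, cut at about 14% in these data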;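 note: 0% = plate median of compound wells and 100% = 30 µM serotonin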
Target sequence (P35363 whole entry, looked up): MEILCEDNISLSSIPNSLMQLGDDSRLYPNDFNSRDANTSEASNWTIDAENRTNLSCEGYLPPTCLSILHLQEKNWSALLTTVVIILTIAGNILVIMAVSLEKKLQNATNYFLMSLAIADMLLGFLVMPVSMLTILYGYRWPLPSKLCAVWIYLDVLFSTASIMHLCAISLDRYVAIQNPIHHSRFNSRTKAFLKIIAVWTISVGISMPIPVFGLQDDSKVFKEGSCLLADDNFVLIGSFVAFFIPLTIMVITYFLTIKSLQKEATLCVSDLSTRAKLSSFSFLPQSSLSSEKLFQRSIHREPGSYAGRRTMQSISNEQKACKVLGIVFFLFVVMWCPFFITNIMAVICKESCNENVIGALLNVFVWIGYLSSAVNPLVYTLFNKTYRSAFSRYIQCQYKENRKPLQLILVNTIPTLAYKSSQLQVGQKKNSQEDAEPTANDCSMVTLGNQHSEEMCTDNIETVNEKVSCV
Cardio protect – modulators protecting cardiomyocytes from myocardial damage | protection from H2O2 cell death, % at 20 µM | H9c2 cardiomyocytes, H2O2 injury protection, ATPLite, 2 h | 360,000 compounds, 0.63% hits;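 active = compounds giving at least 50% protection of heart cells from peroxide-induced death in the single-dose screen, raw or plate-pattern-corrected value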;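 note: 0% = DMSO wells with peroxide and 100% = DMSO wells without peroxide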
MC4R ag barr – human MC4R agonism via beta-arrestin | activation, % at 8.9 µM | AID 540308 | U2OS MC4R beta-arrestin complementation, luminescence; percent of melanotan II response, DMSO zero | 360,000 compounds, 0.98% hits | P32245;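 active = activation above a per-plate cutoff, the mean activation of sample wells on that plate plus 3 SD, cut at about 8% in these data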
aDG glyco act – alpha-DG glycosylation activation. 360,000 compounds, 0.22% hits. activation, % at 10 µM. Pro5-aDG cells, alpha-DG glycosylation AlphaScreen (IIH6); 0% Pro5, 100% B10-LARGE cell signal;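 active = activation of at least 8% versus controls, or a plate z-score of at least 8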;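 note: Pro5 are CHO cells carrying HIG-tagged alpha-DG that lacks glycosylation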
ABHD5-PLIN5 inh – blocks binding of human ABHD5 to perilipin-5 | Split G. princeps luciferase complementation, luminescence, 4 h | inhibition, % at 4 µM | AID 602281 | 360,000 compounds, 0.78% hits;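 active = inhibition above the mean inhibition across every tested compound plus 3 SD, cut at about 22% in these data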;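 note: 0% = DMSO only wells and the 100% control is not disclosed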
Glyco luc inh – N-linked glycosylation inhibition; 360,000 compounds, 0.23% hits; D54 ERlucT glycosylation luciferase reporter, 24 h; percent of 100 nM tunicamycin response; AID 588692; reporter increase, % at 12.5 µM;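 active = mean luciferase reporter signal, scaled so untreated is 0 and the glycosylation-blocking control 100, at or above a set limit in every replicate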;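 note: luciferase carries N-glycosylation sites so blocking glycosylation raises the light; 0% = median of neutral control wells and 100% = median of 100 nM tunicamycin wells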
ABCB6 inh 2 – blocks the human ABCB6 transporter; 360,000 compounds, 0.19% hits; fluorescence ratio to DMSO, % at 10 µM; K562-ABCB6 porphyrin accumulation, flow cytometry, 1 h; active compounds read low; AID 602162;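 active = fluorescence ratio to DMSO below 75%, the collection mean minus 3 SD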;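 note: signal is porphyrin accumulated inside mitochondria; 100% equals median channel fluorescence of DMSO control wells; lower ratio means ABCB6 inhibition with less porphyrin fluorescence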
Active calls of the source: *.

SMILES | hiPSC survival | MC4R antagonist | Exocytosis inh | HTR2A ag | Cardio protect | MC4R ag barr | aDG glyco act | ABHD5-PLIN5 inh | Glyco luc inh | ABCB6 inh 2
Cn1c(=O)c2ncn(CC(=O)N/N=C/c3ccco3)c2n(C)c1=O | 0.5 | 10 | -3 | 0 | 4 | 1.0 | 0.8 | 0 | 2 | 98
CCc1ccccc1NC(=O)CN(C)C(=O)CSc1nn(-c2ccccc2)c(=S)s1 | -0.5 | 2 | -6 | 1 | -3 | -1.3 | 0.0 | -4 | 1 | 85
COc1ccccc1N1CCN(C(=O)Oc2ccccc2)CC1 | -0.1 | 19 | -1 | -2 | 5 | 1.1 | -0.1 | -6 | -1 | 105
CN(C(=O)COC(=O)CSc1ccc(C(N)=O)cc1[N+](=O)[O-])C1CCS(=O)(=O)C1 (stereo unspecified) | 0.0 | -2 | 5 | 5 | -5 | -2.4 | 0.0 | 2 | 2 | 100
Cc1ccc(NC(=S)NCCc2ccc(S(N)(=O)=O)cc2)c(C)c1 | 1.5 | -2 | 4 | 2 | 10 | -1.1 | 0.0 | -4 | 1 | 91
CC1CN(C(=O)Cn2cc(S(=O)(=O)CC(=O)N3CCOCC3)c3ccccc32)CC(C)O1 (stereo unspecified) | 0.1 | 6 | 0 | 8 | 6 | -0.4 | -0.3 | 1 | 2 | 101
CCOC(=O)c1sc(NC(=O)c2ccc(OC(C)=O)cc2)nc1C | -0.8 | 2 | -1 | 0 | -16 | -1.4 | -0.2 | 6 | -13 | 97
COc1ccc(-c2csc(C(C)(NC(C)=O)c3ccc(OC)cc3)n2)cc1 (stereo unspecified) | 0.7 | 4 | -4 | -3 | 0 | -2.2 | 0.1 | -4 | -1 | 93
CCC1CCCCN1C(=O)COC(=O)c1cc2ccccc2cc1O (stereo unspecified) | 6.2 | 8 | -3 | 0 | -3 | 0.1 | 0.2 | 2 | 1 | 114
CCOc1ccc(Cc2nnc(SCC(=O)Nc3ccccc3)n(N)c2=O)cc1 | -0.6 | 6 | 0 | -3 | -1 | 1.7 | 0.0 | -12 | -1 | 102
CCN(C(=O)CSc1nc2cc(C(=O)O)ccc2c(=O)n1-c1ccccc1F)C1CCS(=O)(=O)C1 (stereo unspecified) | 0.7 | 2 | -2 | 5 | -2 | -3.4 | -0.4 | 0 | -1 | 106
CC[C@]12c3[nH]c4ccc(OC)cc4c3CCN1C(=O)C(CC(=O)NCCCn1ccnc1)C[C@@H]2C(=O)N1CCN(C(=O)c2ccco2)CC1 (stereo partly specified) | 0.2 | 9 | 1 | -4 | 11 | 0.8 | 0.0 | 7 | 2 | 102
CCOc1ccc(C(=O)NCc2ccccn2)cc1 | 3.6 | -1 | 2 | 2 | 3 | 0.8 | -0.1 | 9 | 0 | 97
COCCN(C(=O)COC(=O)/C=C/c1cccc(OC)c1)c1c(N)n(CC(C)C)c(=O)[nH]c1=O | -0.2 | 8 | -3 | -1 | 5 | -0.7 | 0.0 | 9 | 1 | 99
CC(=O)c1c(C)[nH]c(C(=O)OCC(=O)Nc2nnc(-c3ccccc3)o2)c1C | -1.6 | 5 | -2 | 10 | 23 | -0.6 | 0.2 | -2 | 1 | 97
CC(=O)Nc1ccc(NC(=O)C2CCCN(C(=O)c3ccc(Cl)cc3)C2)cc1 (stereo unspecified) | -0.1 | 2 | 1 | 0 | -7 | -1.9 | -0.2 | -3 | 3 | 90
N#CCCN1CCN(C(=S)c2ccc(-c3ccc(Cl)c(Cl)c3)o2)CC1 | 5.5 | -7 | 2 | -3 | 1 | -2.9 | -0.2 | 4 | -3 | 108
Cc1ccc(-c2c(C#N)c(N)n(-c3ccccc3C)c(=O)c2C#N)cc1 | 0.6 | 3 | -2 | 2 | 1 | -0.8 | -0.1 | -2 | -1 | 100
Cc1ccc(/C=N/NC(=O)c2cc(-c3cccnc3)nc3ccccc23)cc1 | -0.9 | -20 | 4 | -5 | -3 | -3.4 | 0.6 | -3 | 20 | 99
CCc1ccc2[nH]c(=O)c(Cc3ccccc3)c(O)c2c1 | 0.4 | 2 | -4 | 2 | 5 | -1.1 | 0.0 | 10 | 0 | 99

One compound at a time (already shown). Values in the order: hiPSC survival, MC4R antagonist, Exocytosis inh, HTR2A ag, Cardio protect, MC4R ag barr, aDG glyco act, ABHD5-PLIN5 inh, Glyco luc inh, ABCB6 inh 2
CCN(C(=O)CSc1nc2cc(C(=O)O)ccc2c(=O)n1-c1ccccc1F)C1CCS(=O)(=O)C1 (stereo unspecified) is listed with 0.7, 2, -2, 5, -2, -3.4, -0.4, 0, -1, 106
N#CCCN1CCN(C(=S)c2ccc(-c3ccc(Cl)c(Cl)c3)o2)CC1 is listed with 5.5, -7, 2, -3, 1, -2.9, -0.2, 4, -3, 108

(listing goes on)
SMILES | hiPSC survival | MC4R antagonist | Exocytosis inh | HTR2A ag | Cardio protect | MC4R ag barr | aDG glyco act | ABHD5-PLIN5 inh | Glyco luc inh | ABCB6 inh 2
O=C(NC(=S)NC1CCCC1)c1ccccc1Br | -1.2 | 7 | 0 | -1 | -6 | -0.2 | 0.1 | 3 | 1 | 103
COc1ccc(OC)c(C2CC(=O)OC3=C2C(=O)CC(C)(C)C3)c1 (stereo unspecified) | 0.5 | 5 | 1 | 1 | 3 | 0.6 | 0.2 | -4 | 3 | 90
Nc1c(C(=O)Nc2ccccc2F)sc2nc(Cc3ccccc3)cc(C(F)(F)F)c12 | -3.1 | 111* | 2 | 3 | -11 | 7.0 | 0.0 | -7 | -3 | 116
CC(=O)Cc1nsc(Nc2ccc(Cl)cc2)n1 | 0.5 | 6 | -1 | -2 | -8 | 0.5 | 0.1 | 3 | 0 | 95
c1ccc(CC2CCN(c3nc4ccccc4n4cnnc34)CC2)cc1 | 1.2 | -9 | 2 | -5 | -2 | -2.6 | 0.1 | -10 | -2 | 93
COc1ccc(N2C(N)=NC(N)=NC23CCCC3)cc1 | -1.8 | -2 | -3 | 0 | -4 | -1.7 | 0.1 | -3 | 0 | 101
COc1ccc2ccccc2c1/C=N/NC(=O)CC1(C)OCCCO1 | 0.3 | 19 | 0 | -2 | 5 | -0.3 | -0.2 | 4 | 0 | 95
COc1ccc(C(=O)Nc2cccc(/C(C)=N/NC(=O)c3ccc([N+](=O)[O-])cc3)c2)cc1OC | 4.3 | -4 | -3 | 2 | 16 | 3.0 | -0.1 | -5 | 3 | 84
CN(C(=O)CSc1nnc(Nc2ccccc2)s1)C1CCS(=O)(=O)C1 (stereo unspecified) | 2.5 | 25 | 0 | 3 | -4 | -0.4 | 0.0 | 0 | 1 | 109
CCc1ccc2c(c1)C(=O)C(=O)N2CC(=O)Nc1ccc(NC(=O)c2ccccn2)cc1 | -2.8 | -1 | -4 | 1 | 2 | 1.1 | 0.0 | 3 | 4 | 103
C=CC[C@@H](Cc1ccc(F)cc1)C(=O)OC[C@H]1CCCN1C(=O)[C@@H](CC=C)CC(=O)N[C@H](CO)Cc1ccccc1 | -1.6 | 12 | 55 | 0 | 16 | 5.9 | 0.6 | 11 | -1 | 95
CCN1CCN(Cc2c(O)ccc3c(=O)c(-c4ccc(OC)c(OC)c4)c(C)oc23)CC1 | -1.0 | 0 | 0 | -3 | 1 | 0.7 | 0.1 | -1 | 2 | 87
Cn1nnc2c(C(N)=O)ncn2c1=O | -0.3 | 11 | 3 | 2 | 2 | -0.3 | -0.2 | 1 | 1 | 126
Cc1ccccc1NS(=O)(=O)c1ccc(C(=O)N2CCN(S(=O)(=O)c3ccccc3)CC2)cc1 | -0.6 | -1 | 12 | 15* | -1 | -2.9 | 0.6 | 5 | -6 | 98
O=C1C(N2CCOCC2)=Cc2cccc3cccc1c23 | -0.5 | -14 | -3 | -2 | 13 | -3.8 | -0.3 | -6 | 4 | 96
Cc1ccccc1NC(=S)NC(=O)Cc1ccc(Cl)cc1 | -0.8 | 3 | -6 | 1 | -3 | 3.2 | 0.0 | -9 | 0 | 102
COc1ccc(N2C(=O)CC(N(CCc3ccc(OC)c(OC)c3)C(=S)Nc3ccccc3)C2=O)cc1 (stereo unspecified) | -1.1 | 18 | 9 | 3 | -2 | 5.9 | 0.4 | 7 | 5 | 93
CC(C)(C)OC(=O)N(CCc1ccccc1)Cc1cccc(OCc2cccc(NC(=O)/C=C/c3ccccc3)c2)c1 | -0.6 | 2 | -4 | 1 | -5 | 3.6 | -0.1 | 10 | -6 | 98
CC(C)OC(=O)c1nnn(-c2nonc2N)c1CN1CCCCCC1 | -0.1 | -3 | -1 | -1 | -1 | 2.0 | -0.1 | -3 | 1 | 98
CCOC(=O)C1=C(C)NC(=NC)SC1c1ccccc1 (stereo unspecified) | -1.7 | 25 | -4 | -1 | -3 | 0.5 | 0.2 | 9 | 2 | 100
O=C(COC(=O)Cc1cccc(F)c1)NCCc1ccccc1 | -2.3 | 8 | -1 | -4 | 0 | -0.3 | 0.1 | 4 | 2 | 99
Cc1ccc2nc(SCC(=O)Nc3c(C)n(C)n(-c4ccccc4)c3=O)[nH]c2c1 | -0.2 | -1 | 6 | -3 | -14 | -1.6 | -0.1 | 3 | 0 | 96
CCCN(CC)c1ncnc2[nH]ncc12 | 1.7 | 3 | 15 | 5 | 5 | -0.6 | -0.2 | -1 | -13 | 101
CCCCN1CC(=O)N2Cc3[nH]c4ccccc4c3C[C@H]2C1=O | -0.2 | -4 | 40 | 1 | 2 | 0.4 | -0.1 | -5 | 3 | 103
Cc1ccc(O)c(C(CC(=O)NCc2ccco2)c2ccccc2)c1 (stereo unspecified) | 0.8 | -6 | -2 | 5 | 2 | -1.4 | 0.0 | -1 | -2 | 100
COc1ccc2ccn(C)c2c1 | 0.0 | 2 | 5 | 3 | 5 | 0.0 | -0.2 | 4 | 1 | 100
CC1=CCC2C(=O)N(c3ccc(C)c(Br)c3)C(=O)C2C1 (stereo unspecified) | 1.9 | 6 | 2 | 5 | -7 | 1.3 | 0.1 | -1 | -2 | 99
Cc1ccccc1NC(=O)/C(C#N)=C\c1cc(C)n(-c2ccc(C(=O)O)cc2)c1C | -0.4 | 9 | 2 | 4 | -5 | 0.9 | 0.0 | 0 | -1 | 86
COc1cccc(CSc2nnnn2-c2ccc(O)cc2)c1 | 1.3 | -7 | 30 | -3 | -5 | 0.4 | -0.8 | 3 | -3 | 92
Cc1ccc(-c2ccccc2NC(=O)C2C3C=CC(C3)C2C(=O)O)o1 (stereo unspecified) | -2.4 | 1 | 0 | -2 | 6 | 2.0 | 0.0 | 2 | 1 | 94
Cc1ccc(CNC(=S)Nc2cc(C(=O)O)ccc2C)cc1 | 0.4 | 5 | 4 | 2 | -6 | -2.1 | 0.3 | 0 | 0 | 96
Cc1cccc(OCc2nnc(SCc3nc4cc(C(F)(F)F)ccc4c(=O)[nH]3)o2)c1 | 2.0 | 0 | -4 | 3 | -5 | 8.1 | -0.1 | 0 | 4 | 92
CC(=O)C1=C(O)C(=CC=Cc2ccccc2)OC1=O | -1.2 | 10 | 4 | -2 | -4 | -1.0 | 0.0 | 7 | 7 | 97
C[C@H](CO)N1C[C@H](C)[C@@H](CN(C)Cc2ccncc2)Oc2c(NC(=O)Cc3ccccc3)cccc2C1=O | -4.5 | 8 | -10 | 3 | 7 | 1.3 | -0.3 | 1 | 1 | 94
Cn1c(SCC(=O)Nc2ccccc2F)nnc1-c1cc2ccccc2o1 | -3.3 | 1 | -3 | 1 | -8 | -1.9 | -0.1 | 5 | 3 | 91
